Screening results from PubChem BioAssay.
Tau fil binding: binders of human tau filaments; P10636; recombinant tau filaments, thioflavin S fluorescence, 15 h; filaments grown with octadecylsulfate alongside compound; Potency, µM (doses to about 57.1 µM), inactives show at the highest dose activity change, negative = inhibition; 71,000 tested, 2% active;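 also: potency is read from the fitted curve at half-maximal effect; % is scaled to controls: 0 for no effect and ±100 for the full control effect; actives lower thioflavin S fluorescence by blocking filaments or displacing dye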
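His-tagged recombinant human tau (exons 2, 3, 10; 1 uM final) fibrillized with 30 uM sodium octadecylsulfate, 15 h at 37 C, in pH 7.4 HEPES buffer with 10 uM thioflavine S and 5 mM DTT. Reduced ThS fluorescence (450/510 nm) marks activity.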
HADH2 inhib: HADH2 (human) dehydrogenase inhibition | Q99714 | recombinant HADH2, NADH fluorescence, beta-hydroxybutyryl-CoA | Potency, µM (top dose mostly 57.1 µM), inactives show top-dose activity change, negative = inhibition, hits mostly inhibitors | 73,000 tested, 3.4% active; also: potency is read from the fitted curve at half-maximal effect; % is scaled to controls: 0 for no effect and ±100 for the full control effect; nearly all actives have a fitted effect of over 60% in size; many of its hits are not listed in these tables
Target sequence (Q99714 whole entry, looked up, one chain of several): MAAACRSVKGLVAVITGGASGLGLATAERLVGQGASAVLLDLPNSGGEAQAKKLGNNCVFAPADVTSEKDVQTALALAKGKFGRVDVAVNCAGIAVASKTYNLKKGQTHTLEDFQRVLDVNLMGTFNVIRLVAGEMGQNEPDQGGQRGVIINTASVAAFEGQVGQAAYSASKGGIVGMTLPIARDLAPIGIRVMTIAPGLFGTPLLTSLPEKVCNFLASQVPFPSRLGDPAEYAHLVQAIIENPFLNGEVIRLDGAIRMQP
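20 nM HADH2 + cpd, 15 min RT; add 1 mM NAD+/90 uM beta-hydroxybutyryl-CoA; kinetic fluorescence 360/450 nm, 4 min. Tris-HCl pH 9.0, 0.01% Tween-20.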
HBB splice mod: modulators of hemoglobin beta chain splicing | HBB splicing reporter cell assay, activation; EGFP reporter with mutant IVS2-654 intron; response scale: normalised to 500 nM splice-correcting PNA | Potency, µM (series often up to 46.1 µM), inactives show at the highest dose activation, most hits filed as activators | 65,000 tested, 0.06% active | AID 925; also: potency is read from the fitted curve at half-maximal effect; 0% is about no effect
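Compounds were applied for 2 days to HeLa EGFP-654 cells, 500/well in Optimem with 2% FCS. The reporter's EGFP is disrupted by mis-splicing of beta-globin intron IVS2-654. Readout: summed well GFP fluorescence from 488 nm laser scanning; reference was 500 nM antisense […] 654 PNA.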
Luciferase inh: inhibitors of firefly luciferase. 72,000 tested, 2.2% active. purified firefly luciferase, luminescence, 8 min. Potency, µM (highest dose often 57.1 µM), without a hit: top-dose activity change, negative = inhibition, hits mostly inhibitors. P08659; also: potency is read from the fitted curve at half-maximal effect; % is scaled to controls: 0 for no effect and ±100 for the full control effect; nearly all actives have a fitted effect of over 40% in size
Target sequence (P08659 whole entry, looked up): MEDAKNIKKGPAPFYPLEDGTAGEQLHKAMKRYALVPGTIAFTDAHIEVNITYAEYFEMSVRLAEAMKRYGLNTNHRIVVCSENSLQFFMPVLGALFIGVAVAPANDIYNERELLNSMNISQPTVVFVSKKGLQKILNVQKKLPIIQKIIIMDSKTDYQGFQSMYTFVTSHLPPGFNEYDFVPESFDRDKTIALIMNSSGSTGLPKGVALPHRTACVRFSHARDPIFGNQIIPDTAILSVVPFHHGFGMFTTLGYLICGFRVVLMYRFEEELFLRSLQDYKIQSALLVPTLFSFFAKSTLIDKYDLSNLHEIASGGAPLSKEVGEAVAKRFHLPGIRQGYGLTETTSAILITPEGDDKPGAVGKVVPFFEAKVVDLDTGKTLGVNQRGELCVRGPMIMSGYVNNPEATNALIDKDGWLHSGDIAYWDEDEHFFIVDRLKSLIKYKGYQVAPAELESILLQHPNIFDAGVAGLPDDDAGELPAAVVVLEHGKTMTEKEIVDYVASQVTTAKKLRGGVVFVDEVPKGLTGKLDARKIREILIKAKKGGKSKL
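Titration-based qHTS; buffer 50 mM imidazole pH 7.2, 50 mM KCl, 7 mM MgCl2, 10 uM ATP, 0.01% Tween 20, 0.05% BSA; luciferase/luciferin detector mix added after compound; 8 min, ambient; luminescence.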
ERK AVP block: vasopressin-driven ERK pathway inhibition. HEK293-V1b, vasopressin-stimulated pERK AlphaScreen. Potency, µM (doses to about 57.5 µM), for inactives: at the top dose activity, negative = inhibition, actives largely listed as inhibitors. 72,000 tested, 0.99% active. AID 995; also: potency is read from the fitted curve at half-maximal effect; % is scaled to controls: 0 for no effect and ±100 for the full control effect; nearly all actives have a fitted effect of over 55% in size
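V1b-HEK293 cells; cpd 30 min 37C; 25 nM vasopressin 5 min; lyse 10 min; AlphaScreen beads 5 hr RT. Normalized to DMSO basal and 25 nM vasopressin; AC50 by Hill fit.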
Pol III holo inh: blocks replication by bacterial DNA polymerase III holoenzyme | AID 603 | 71,000 tested, 0.25% active | Potency, µM (series often up to 57.1 µM), inactives show top-dose activity change, negative = inhibition | reconstituted DNA polymerase III holoenzyme replication, biochemical; also: potency is read from the fitted curve at half-maximal effect; % is scaled to controls: 0 for no effect and ±100 for the full control effect
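Reconstituted *E. coli* holoenzyme (0.35 nM Pol III, 1 nM beta, 154 nM SSB, 2 nM primase) was preincubated with compound for 15 min at RT. Synthesis on 1.4 nM ssM13Gori ran 35 min, then was stopped with PicoGreen/EDTA and read as dsDNA fluorescence.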
TexasRed autofl: Texas Red region autofluorescence; 59,000 tested, 0.06% active; max dye-equivalent concentration, M; Compound fluorescence, Texas Red channel, 547/618 nm; hits give high values; AID 587; in the data active = max dye-equivalent concentration above about 10 nM; inconclusive = between about 1.1 nM and that limit
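Fluorescence at ex 547/em 618 nm, normalized against an on-plate Texas Red standard series to give dye-equivalent concentration per compound concentration. Buffer 100 mM Tris, pH 8.0; 15 min RT incubation before CCD imaging.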
Rhodamine fluor: compound autofluorescence in rhodamine spectral region; AID 594; Rhodamine-region fluorescence, 547/598 nm, Tris buffer; hits give high values; max dye-equivalent concentration, M; 59,000 tested, 0.05% active; in the data active = max dye-equivalent concentration above about 11 nM; inconclusive = between about 1.1 nM and that limit
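Intensities are converted to rhodamine-equivalent concentration using a six-point rhodamine standard on each plate. Compounds sit 15 min at room temperature in 100 mM Tris buffer, pH 8.0; read uses the 547/598 nm excitation/emission pair.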
CRE-bla Fsk: modulators of forskolin-stimulated CRE signaling in CHO cells; 71,000 tested, 2.5% active; CHO CRE-bla reporter (cAMP response element driving beta-lactamase), forskolin EC10, beta-lactamase ratio; Potency, µM (doses to about 38.2 µM), for the others: at the highest dose activity change, negative = inhibition, most hits filed as activators; AID 662; active = well fitted activation curve with a large enough effect in the signal ratio, with a control signal flat, not every such curve was filed as active; inconclusive = small, poorly fitted or top-dose-only effect, or effect the other way, or a change in a side signal; the % refers to the signal ratio; also: potency is read from the fitted curve at half-maximal effect; % of control where 0% means no effect
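CHO CRE-bla cells, overnight plating in Opti-MEM with 0.5% dialyzed FBS; cpd titration + EC10 NKH 477, 3 h 37 °C; CCF4 2 h RT; ex 405/em 460 vs 530 ratio → %Activity, AC50.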
Hsp90 Hop PPI: changes Hsp90-Hop TPR2A binding signal, up or down | AlphaScreen TPR2A-His6 binding biotin-Hsp90 C-terminal peptide | Potency, µM (highest dose often 57 µM), for inactives: at the top dose activity change, negative = inhibition | 71,000 tested, 0.44% active; active = well fitted curve in either direction with a large enough effect; inconclusive = small, poorly fitted or top-dose-only effect, or another doubt; also: potency is read from the fitted curve at half-maximal effect; % is scaled to controls: 0 for no effect and ±100 for the full control effect; many of its hits are not listed in these tables
ALOX15 inhib: 15-hLO (ALOX15) enzyme inhibition; 74,000 tested, 1.4% active; purified 15hLO-1, xylenol orange hydroperoxide absorbance; P16050; AID 887; Potency, µM (highest dose often 57.1 µM), for the others: top-dose activity change, negative = inhibition, usual class: inhibitors; also: potency is read from the fitted curve at half-maximal effect; % is scaled to controls: 0 for no effect and ±100 for the full control effect; nearly all actives have a fitted effect of over 55% in size
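Quantitative HTS in 25 mM Hepes pH 7.5 containing 0.01% Triton X-100: human 15hLO-1 at 40 nM, arachidonic acid at 50 uM, 6 min turnover. Product quantified via ferrous oxidation/xylenol orange, 573:405 nm absorbance ratio.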
* hit, by the source's call; i = inactive; ? = inconclusive; / = not tested or not shown; [ ] = remark or other dose. Unless noted, calls follow the shape of the dose curve; as a rule, active = well fitted curve in the direction sought with a large enough effect; inconclusive = small, poorly fitted or top-dose-only effect, or another doubt; inactive = no such curve, though single readings can be large; an effect the other way counts as inactive or inconclusive. Not all compounds are listed, so the mix of outcomes need not match the whole.

SMILES	Tau fil binding	HADH2 inhib	HBB splice mod	Luciferase inh	ERK AVP block	Pol III holo inh	TexasRed autofl	Rhodamine fluor	CRE-bla Fsk	Hsp90 Hop PPI	ALOX15 inhib
CCOC(=O)CSc1nnc2n1C(C)(C)Cc1ccccc1-2	-1%	2%	-1.5%	-2%	-17%	0%	?	i	10%	-3%	5%
CCCCc1c(O)nc(SCC(=O)N2CCCCC2)n(-c2ccccc2C)c1=O	14%	-4%	7.1%[0.369 µM]	2%	-3%	-1%	i	i	-5%	-2%	-1%
Nc1ncc(Br)cc1S(=O)(=O)NCCC(=O)N1CCN(c2ncccn2)CC1	-7%	6%	-1.8%	3%	17%	-2%	i	i	-1%	1%	3%
COc1cccc(C2NC(C)(C(=O)O)C3C(=O)N(C(C)C)C(=O)C23)c1O (stereo not given)	1%	-6%	0.2%	1%	/	-8%	/	/	-10%	-3%	1%
c1cnc2c(OCc3nc4ccccc4[nH]3)cccc2c1	4%	4%	-0.6%	20µM*	?	1%	i	i	5%	-5%	5%
COc1ccccc1NC(=O)N1CCCC(C(=O)Nc2cccc(C)c2C)C1 (stereo not given)	-1%	13%	/	3%	-9%	-4%	i	i	-4%	-4%	-1%
Cc1ccc(OCC(O)CN2C(=O)NC(C)(C)C2=O)cc1C (stereo not given)	-6%	0%	3.9%	0%	2%	-9%	/	/	1%	-5%	1%
CCNCCNC(=O)c1c(O)c2c([nH]c1=O)CCCC2	-3%	-10%	/	4%	-1%	-10%	i	i	-2%	3%	1%
COc1ccccc1N1CCN(C/C(C)=C/c2ccccc2)CC1	3%[11.4 µM]	26%[11.4 µM]	-0.8%[0.0738 µM]	2%	-16%	-1%[11.4 µM]	/	/	0%[7.6 µM]	9%[11 µM]	-11%[11.4 µM]
O=C(c1csnn1)N1CCC2(CC1)CCN(c1ccccc1)CC2	-12%	-5%	1.1%	0%[11.4 µM]	-7%	5%	i	i	2%	-2%	-1%
Cc1cc(C(=O)N2CCN(Cc3ccc4c(c3)OCO4)CC2)on1	-7%	-2%	0.1%	1%	12%	-2%	/	/	-3%	-1%	5%
CCSc1nc2c(c(=O)n1Cc1ccccc1)SC(C)C2 (stereo not given)	5%	-4%	0.2%	-17%	7%	-6%	i	i	?	?	?
COC(=O)c1sc(NC(=O)c2cnccn2)c(C(=O)OC)c1C	0%	16%	4.4%	3%	-9%	-2%	i	i	5%	0%	-3%
N#Cc1nc(-c2ccc(Cl)cc2)oc1NCc1cccc2c1OCO2	232%	-27%	2.2%	2%	?	1%	i	i	?	-7%	-20%
Cn1c(=O)c(-c2ccccc2)nc2cncnc21	2%	-21%	-1.6%	1%[11.4 µM]	-14%	-3%	i	i	12%	-2%	11%
COc1ccccc1NC(=O)CSCC(N)=O	-2%	?	-0.4%	0%	19%	3%	i	i	?	?	-1%
O=S(=O)(NCc1ccco1)c1cccc(S(=O)(=O)N2CCCCC2)c1	-4%	-1%	/	3%	-10%	-2%	i	i	0%	-3%	-7%
CCN1CCN(CC(=O)Nc2ccc3c(c2)OCCO3)C(=O)C1=O	-4%	5%	-1.1%	3%	/	-4%	/	/	-10%	-5%	1%
CCN1C(=O)C2(Nc3ccccc3-c3nc4ccccc4n32)c2cc(OC)ccc21 (stereo not given)	33%	1%	0.4%[1.84 µM]	-10%	-16%	2%	?	i	?	-10%	-17%
O=c1c(-c2ccccc2)nc2cnc(N3CCNCC3)nc2n1-c1ccccc1	4%	24%	-0.9%	2%[11.4 µM]	14%	-3%	i	i	?	3%	0.32µM*
COc1ccc(OCc2nc(C#N)c(N3CCN(c4ccc(OC)cc4)CC3)o2)cc1	7%	0%	-0.9%	-3%	-11%	2%	/	/	?	?	-1%
COc1ccc(NC(=O)C2CCCN(S(=O)(=O)c3cccc4nonc34)C2)c(OC)c1 (stereo not given)	-26%	8%	-1.3%	3%	0%	-6%	i	i	-8%	-3%	?
COc1ccc(CC(=O)c2ccc(O)cc2O)cc1OC	5%	-18%	-2.5%	2%	1%	-3%	/	/	7%	1%	-13%
COc1ccc(NC(=O)C2CCN(S(=O)(=O)c3ccc(C)cc3)CC2)cc1OC	256%	5%	0.1%[9.22 µM]	-2%	-15%	5%	/	/	-1%	-2%	18%
Cc1noc(C)c1CSc1nnc2ccc3ccccc3n12	11%	17%	1.3%	0%	?	-6%	i	i	23%	-2%	5%
Cc1ccc(C2CC(C(F)(F)F)n3nc(C(=O)NCC4CCCO4)cc3N2)cc1 (stereo not given)	-5%	10%	3.9%	-1%	-17%	-10%	i	i	-7%	-3%	-11%
CCn1c(-c2cc(OC)ccc2OC)csc1=Nc1c(C)n(C)n(-c2ccccc2)c1=O	-3%	-6%	-0.4%[57.5 µM]	2%	7%	-1%	?	i	-6%	-8%	-3%
C=CCN1C(=O)C2C(C(=O)NCc3ccccc3)C3(C)C=CC2(O3)C1C(=O)NC(C)(C)C (stereo not given)	-1%	-2%	1.0%	1%	14%	-9%	i	i	-3%	-4%	2%
N#CCCCCn1c(-c2cncs2)nc2ccccc21	-7%	-10%	-0.4%[57.5 µM]	-1%	8%	1%	i	i	?	?	-2%
O=C(CSc1nc2scc(-c3ccco3)c2c(=O)n1-c1ccccc1)N1CCOCC1	240%	-18%	11%	-8%	?	-9%	i	i	2%	-13%	1.6µM*
C/C(CCN1CCCc2nc(C)c(C)cc21)=N\O[C@@H](C)c1cc(-c2c(C)cc(C)cc2C)no1	/	2%[11.4 µM]	-0.4%[9.22 µM]	2%[11.4 µM]	13%[11.5 µM]	/	/	/	/	/	7%[11.4 µM]
O[C@H](COc1ccccc1)CN1CCCCC1	8%[11.4 µM]	3%[11.4 µM]	1.9%[9.22 µM]	0%[11.4 µM]	0%[11.5 µM]	2%[11.4 µM]	?	i	10%[7.6 µM]	0%[11 µM]	4%[11.4 µM]
C=CCNc1nc2c(c(=O)[nH]c(=O)n2C)n1CCCCC	-6%	6%	/	-3%	?	-3%	i	i	?	-3%	2%
CCN(CC)c1ccc(NC(=O)CN2CCN(c3nc(C)cc(C)n3)CC2)cc1	?	1%	2.9%	-1%	-14%	-1%	i	i	?	-24%	5%
O=C1CS/C(=N\c2ccccn2)N1C1CCCCC1	0%	6%	0.4%	8%	4%	-1%	i	i	8%	-3%	2%
COC(=O)c1c(N)nc(C)n1-c1ccc(OC)cc1	3%	-5%	2.2%[0.369 µM]	3%	?	-6%	i	i	9%	-4%	-1%
Cc1ccccc1NC(=O)CSCCO	-5%	-8%	1.4%	-2%	7%	2%	i	i	-6%	-5%	5%
Cc1oc(-c2cccc(Cl)c2)nc1CN1CCCC(C(=O)NCCCN2CCOCC2)C1 (stereo not given)	53%	10%	-3.8%	-1%	-4%	-1%	i	i	-6%	0%	0%
COCCOC(=O)c1[nH]c2c(c1C)C(=O)CC(c1ccco1)C2 (stereo not given)	-3%	-19%	0.5%	1%	?	-16%	/	/	10µM*	0%	?
CCCCC(=O)Nc1ccc(NC(=O)CCCC)nc1	2%	16%	-0.4%[57.5 µM]	0%	19%	0%	i	i	-5%	2%	-4%
CCN(Cc1nc2cc(OC)c(OC)cc2c(=O)[nH]1)C(=O)c1ccc(S(=O)(=O)N(C)C)cc1	3%	8%	-4.4%	3%	34%	11%	i	i	2%	-4%	14%
O=C1CSC(=S)N1c1cccnc1	3%	?	4.7%[0.369 µM]	2%	-15%	2%	i	i	13%	-5%	-4%
O=C(OCc1cc(=O)n2cc(Br)ccc2n1)C1COc2ccccc2O1 (stereo not given)	-8%	1%	-0.1%[57.5 µM]	0%	7%	-3%	?	i	-5%	2%	-1%
Cc1nc2cc(NC(=O)NCCC3=CCCCC3)ccc2o1	-10%	2%	-1.0%	-9%	-9%	-3%	i	i	-15%	2%	2%
Cc1nn(-c2ccc(Cl)cc2)c2sc(C(=O)N3CCN(C(=O)c4ccco4)CC3)cc12	-1%	4%	0.2%[57.5 µM]	0%	-11%	-6%	?	i	-2%	-4%	5%
CCOc1cc(S(=O)(=O)N(CC)CC)ccc1Br	-19%	-1%	0.8%	2%	-18%	-7%	?	i	?	18%	-6%
